S1P3 antag – S1P3 receptor antagonists, primary screen, cell-based. Sphingosine 1-phosphate receptor 3 (Homo sapiens), Q99500. CHO S1P3 NFAT-BLA reporter, FRET fluorescence, antagonist mode. inhibition, % at 4.98 µM. hit rate 0.27% among 170,000;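 active = inhibition above the plate cutoff, the mean inhibition of test wells on that plate plus 3 SD, cut at about 28% in these data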;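 also: cells challenged with S1P at its EC80 of 0.8 µM; blue over green emission ratio from cleaved BLA substrate after 4 h stimulation; 0% = S1P-stimulated wells and 100% = unstimulated DMSO-only wells; some compounds past the cut are filed as inactive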
Target sequence (Q99500 whole entry, looked up): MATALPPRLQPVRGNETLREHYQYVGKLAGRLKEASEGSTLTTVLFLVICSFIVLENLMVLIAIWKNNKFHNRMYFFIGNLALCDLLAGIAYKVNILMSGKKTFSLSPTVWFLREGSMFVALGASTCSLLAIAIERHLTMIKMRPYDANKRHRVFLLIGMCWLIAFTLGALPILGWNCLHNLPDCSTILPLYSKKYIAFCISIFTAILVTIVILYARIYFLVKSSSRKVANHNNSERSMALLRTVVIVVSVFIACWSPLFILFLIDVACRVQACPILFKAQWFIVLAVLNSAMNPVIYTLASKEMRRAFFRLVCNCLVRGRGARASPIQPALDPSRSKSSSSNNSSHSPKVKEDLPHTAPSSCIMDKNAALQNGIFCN
Starred values were filed as active, the others as inactive. Only part of the results is shown; rates above refer to the full screens.

SMILES	S1P3 antag
O=C(Nc1ccc(S(=O)(=O)NC2=NCCCCC2)cc1)c1ccccc1Cl	5.0
CSc1nc2ccccc2nc1N(C)S(=O)(=O)c1ccc(C)cc1	-6.4
CC(C)(C)c1cc(C(=O)Nc2ccc(F)cc2)n(Cc2ccc(F)cc2)n1	30.1*
Cc1ccc2[nH]c(O)c(N=NC(=O)c3ccc(NS(=O)(=O)c4cccs4)cc3)c2c1	5.0
CCOc1ccccc1N1CCN(Cc2cn[nH]c2-c2ccc(F)cc2)CC1	-7.7
O=C(Nc1ccccc1)c1c2c(nc3ccccc13)CCCC2	-0.5
CCOC(=O)C(CCCCCCC(NC(C)=O)(C(=O)OCC)C(=O)OCC)(NC(C)=O)C(=O)OCC	8.0
CSCCC(NC(=O)c1ccc(Cl)cc1Cl)C(=O)OCC(N)=O (stereo unspecified)	-15.9
CCCc1cc(=O)[nH]c(SCc2ccc(F)cc2)n1	-0.9
Cc1ccc(-n2c3nc(=O)n(C)c(=O)c-3cc3ccccc32)cc1	-5.0
O=C(/C=C/c1ccc(F)cc1)NC(=S)N1CCN(c2ccccn2)CC1	9.3
Cn1cc([N+](=O)[O-])c(C(=O)Nc2ccc(-c3nc4ccccc4o3)cc2)n1	-2.6
Cc1cc(C[n+]2cc(Br)ccc2N)c2ncccc2c1	7.1
CCOC(=O)N1CCc2c(sc3nc[nH]c(=O)c23)C1	-0.4
N#CCNc1ccc([N+](=O)[O-])cc1C#N	7.8
Cc1ccc(-c2c[n+](CC(=O)c3cccs3)c3n2CCC3)cc1	-5.6
O=C1C(Cc2ccc(O)cc2)NC(=S)N1C1CCCCC1 (stereo unspecified)	-6.1
O=C(O)c1cccc2c1C(=O)c1ccccc1-2	1.6
O=C(O)CCn1cc(C(=O)O)c(-c2ccccc2)n1	-1.4
O=C(CN1CCN(C(=O)C2COc3ccccc3O2)CC1)Nc1ccc(F)cc1 (stereo unspecified)	4.5
COc1ccc(Cl)cc1C(=O)NCc1ccco1	-13.4
COc1ccccc1/C=C/C(=O)OCC(=O)Nc1ccc(Cl)cn1	-8.1
O=C(CBr)N1CCc2ccccc2C(c2ccccc2)C1 (stereo unspecified)	-14.7
CCOC(=O)c1cc2c(=O)n3cccc(C)c3nc2n(CC(C)C)c1=NC(=O)c1ccco1	-2.9
Cc1ccccc1NC(=O)C(=O)Nc1ccccc1C	1.0

Other results follow:
SMILES	S1P3 antag
CN(C)S(=O)(=O)c1ccc(Cl)c(NC(=O)COC(=O)/C=C/c2cnc3ccccc3n2)c1	-4.2
O=C(Nc1ccc(Cl)cn1)C1CCN(S(=O)(=O)c2cccs2)CC1	7.7
O=C(CCc1ccccc1)NCC(=O)N/N=C/c1ccc(O)cc1O	5.5
N/C(=N\OC(=O)c1cccc2ccccc12)c1ccncc1	9.9
Cn1nc(C(F)(F)F)c(-c2ccc(F)cc2)c1NC(=O)c1cccnc1	-3.3
O=C1COc2ccc(C(=O)C[n+]3cccc(O)c3)cc2N1	-12.0
COc1ccc(N2CCN(C(=O)CCc3ccc(S(=O)(=O)NC(C)(C)C)cc3)CC2)cc1	9.0
O=C(Nc1cc(C(F)(F)F)ccc1Cl)C(Sc1ccccn1)c1ccccc1 (stereo unspecified)	-10.2
Cc1cnc(SCc2ccc(Cl)cc2Cl)[nH]c1=O	-10.1
c1ccc2c(c1)CCNC2c1ccncc1 (stereo unspecified)	-9.4
CCC(C)NC(=O)c1cccc(C)c1 (stereo unspecified)	-3.2
Cc1cc(C)n2nc(C(=O)Nc3cccc(S(=O)(=O)N(C)c4ccccc4)c3)nc2n1	3.1
COC(=O)C1(NC(=O)NC2CCCCC2)CCCCC1	0.9
O=c1nc(/C=C/c2ccc(O)c(O)c2)oc2ccccc12	4.5
Cc1nnsc1C(=O)NNc1ccc(C(C)(C)C)cc1	-13.0
COCCN=C1Sc2nc3cc(C)c(C)cc3cc2CN1Cc1cccs1	7.2
CC1(C)CC(=O)C=C(NNC(=O)c2cccnc2)C1	-9.5
CC(C)(C)c1ccc(-c2nc(O)c(CC(=O)O)s2)cc1	-2.6
CC(=O)C1C(c2ccc(O)cc2)NC(=O)NC1(O)C(F)(F)F (stereo unspecified)	-25.9
COC(=O)c1ccc(COc2cc([N+](=O)[O-])cc3cccnc23)cc1	-7.5
COc1cc(OC)c(OC)cc1CN1CCCC(C(=O)c2sccc2C)C1 (stereo unspecified)	13.9
CCN(CC)S(=O)(=O)c1ccc(N2CCCC2)c(NC(=O)Cc2ccccc2)c1	5.7
CCOC(=O)c1c(CSc2ccsc2)n(C)c2cc(Br)c(O)c(CN(C)C)c12	2.1
CCOC(=O)C(NC(C)=O)(NC(C)C)C(F)(F)F (stereo unspecified)	-15.3
Cc1ccc(C(=O)O)cc1NC(=O)CSc1ncnc2sc3c(c12)CCC3	-6.7

(continued)
SMILES	S1P3 antag
CC1CC(=O)Nc2ccccc2N1C(=O)Nc1ccccc1 (stereo unspecified)	-2.0
CC1(C)C/C(=N\O)C(C(O)c2cccc([N+](=O)[O-])c2)C(C)(C)N1 (stereo unspecified)	-2.9
Nc1cccc2c1C(=O)N(C(=O)c1ccco1)C2=O	11.6
COc1cc(CN2CCC(CO)(Cc3cccc(C(F)(F)F)c3)CC2)ccc1F	9.9
C=CCn1c(NC(=O)c2ccccc2)c(C#N)c2nc3ccccc3nc21	-8.8
CN(C)c1ccc(NC(=S)N2CCN(c3ncc(C(F)(F)F)cc3Cl)CC2)cc1	6.7
CCN1C(=O)C(CC(=O)Nc2ccc(OC)cc2)N(CCc2ccccc2F)C1=S (stereo unspecified)	2.7
CCOC(=O)c1c(NC(=O)c2cccs2)sc(C(=O)N2CCOCC2)c1C	0.5
CN(/N=C/Cc1nnnn1-c1ccc(Cl)cc1)c1ccccc1	-14.2
CNC(=O)CN1C(=O)NC(Cc2c[nH]c3ccccc23)C1=O (stereo unspecified)	-2.9
O=C(C[n+]1ccc(C(=O)NCCCO)cc1)c1cccc(Br)c1	1.6
COc1cccc(CC(=O)Nc2ccc(-c3csc(C)n3)cc2)c1	5.9
COC(=O)c1scc(C)c1NC(=O)CC1NCCNC1=O (stereo unspecified)	-6.8
Cc1ccc(-c2c[n+](Cc3cccc(Cl)c3)c3n2CCC3)cc1	-10.9
CSc1nnc(-c2ccccc2)c(-c2ccccc2)n1	1.4
CC(C)CC(=O)NC(=S)Nc1ccccc1N1CCCC1	-13.0
CCOC(=O)C1CCCN(C(=O)c2cc(S(=O)(=O)Nc3ccccc3OC)ccc2C)C1 (stereo unspecified)	-2.5
COc1cccc(C(=O)N(Cc2cccs2)C2CCS(=O)(=O)C2)c1 (stereo unspecified)	11.2
CC(C)N1CCN(C2CSCCSC2)CC1CCO (stereo unspecified)	-1.1
CCOC(=O)/C(=C/C1=CC(=C/N(C)C)/C(=O)O1)C(C)=O	-15.6
Cc1ccc(C(=O)NNC(=O)c2nn(-c3ccc(F)cc3)ccc2=O)cc1	1.0
CC1(C)N=C(N)N=C(N)N1c1ccc(OCCCOc2ccccc2)c(Cl)c1	-3.4
CN(C)S(=O)(=O)c1ccc(Cl)c(NC(=O)COC(=O)CC(NC(N)=O)c2ccc(Cl)cc2)c1 (stereo unspecified)	-7.0
CC(=O)Nc1ccc(S(=O)(=O)N2c3ccccc3NC(=O)CC2C)c(Cl)c1 (stereo unspecified)	-14.2
C=CCNC(=O)NC(=O)COC(=O)[C@H](C)NS(=O)(=O)c1c(C)c(C)cc(C)c1C	-2.6

(more compounds)
SMILES	S1P3 antag
CC1CCN(C2CC(=O)N(c3ccc(Br)cc3Br)C2=O)CC1 (stereo unspecified)	-27.8
CC1=NN(S(=O)(=O)c2ccc(Cl)cc2Cl)C(=O)c2ccccc2O1	0.2
O=C(CSc1nccc(-c2cccs2)n1)Nc1cccc(Cl)c1Cl	-6.4
CCOc1ccc2sc(NS(=O)(=O)c3ccc(N)cc3)nc2c1	-8.2
O=C1CS/C(=N\N=C\c2ccccc2Cl)N1CC1CC1	0.1
O=C(O)c1ccccc1C(=O)Nc1ccc(-n2nccc2C(F)(F)F)cc1	-6.3
O=C(O)c1ccccc1Nc1ccc([N+](=O)[O-])cc1C(=O)O	12.3
COc1ccccc1NC(=O)Nc1sccc1-c1nc2ccccc2s1	6.1
c1ccc(CSc2nnc3c4ccccc4c4ccccc4c3n2)cc1	-10.8
CCN(CCS(=O)(=O)c1ccc(Cl)cc1)C(=O)Nc1ccc(Cl)cc1	0.3
O=C(N/N=C/C=C/c1ccco1)c1ccncc1	2.7
COc1ccc(NC(=O)c2sc3nc(-c4cccnc4)ccc3c2N)cc1OC	4.9
COc1ccc(/C=C\c2onc(C)c2S(=O)(=O)N2CCC(C(=O)NCc3ccco3)CC2)cc1	11.2
CCC(C)(C)C1CCc2c(sc(NC(=O)c3ccccc3C(=O)O)c2C#N)C1 (stereo unspecified)	-4.2
Cc1onc(-c2ccccc2)c1C(=O)NC(=S)NNC(=O)c1cc(-c2ccc(F)cc2)n[nH]1	0.1
N#C/C(=C\c1ccccc1)C(=O)Nc1cccnc1	-0.6
O=[N+]([O-])c1sccc1CS(=O)(=O)c1ccccc1	-15.6
C=CCN(CC=C)C(=O)C[n+]1ccc(C(N)=O)cc1	16.3
CC1=NN(C(C#N)c2ccc([N+](=O)[O-])cc2)C(C)(C)C1 (stereo unspecified)	11.6
COc1ccc(OCCC(=O)c2ccc(OC)cc2)cc1	-17.9
Cc1cc(C(=O)NNC(=O)c2ccc(C(F)(F)F)cc2)no1	11.8
c1ccc(-c2cn3nc(-c4ccccc4)sc3n2)cc1	-2.2
C/C(=N\NC(=O)c1cccc([N+](=O)[O-])c1)c1ccco1	-9.2
O=c1cc(CCl)[nH]c2nc3ccccc3n12	-3.1
O=[N+]([O-])c1ccccc1O[C@@H]1O[C@H](CO)[C@H](O)[C@H](O)[C@H]1O	2.4

By substructure: those above containing an aryl methoxy group
SMILES	S1P3 antag
COc1ccc(Cl)cc1C(=O)NCc1ccco1	-13.4
COc1ccccc1/C=C/C(=O)OCC(=O)Nc1ccc(Cl)cn1	-8.1
COc1ccc(N2CCN(C(=O)CCc3ccc(S(=O)(=O)NC(C)(C)C)cc3)CC2)cc1	9.0
COc1cc(OC)c(OC)cc1CN1CCCC(C(=O)c2sccc2C)C1 (stereo unspecified)	13.9
COc1cc(CN2CCC(CO)(Cc3cccc(C(F)(F)F)c3)CC2)ccc1F	9.9
CCN1C(=O)C(CC(=O)Nc2ccc(OC)cc2)N(CCc2ccccc2F)C1=S (stereo unspecified)	2.7
COc1cccc(CC(=O)Nc2ccc(-c3csc(C)n3)cc2)c1	5.9
CCOC(=O)C1CCCN(C(=O)c2cc(S(=O)(=O)Nc3ccccc3OC)ccc2C)C1 (stereo unspecified)	-2.5
COc1cccc(C(=O)N(Cc2cccs2)C2CCS(=O)(=O)C2)c1 (stereo unspecified)	11.2
COc1ccccc1NC(=O)Nc1sccc1-c1nc2ccccc2s1	6.1
COc1ccc(NC(=O)c2sc3nc(-c4cccnc4)ccc3c2N)cc1OC	4.9
COc1ccc(/C=C\c2onc(C)c2S(=O)(=O)N2CCC(C(=O)NCc3ccco3)CC2)cc1	11.2
COc1ccc(OCCC(=O)c2ccc(OC)cc2)cc1	-17.9

Remaining list, next part
SMILES	S1P3 antag
Cc1cc(C(=O)COc2cccnc2[N+](=O)[O-])c(C)n1-c1ccccc1F	-11.3
CCOc1ccc(NC(=O)c2oc3ccccc3c2NC(=O)C(C)C)cc1	-19.8
Cc1cc(/C=C(\C#N)C(=O)N2CCOCC2)c(C)n1C1CCCC1	-10.0
Cc1nc(CCNC(=O)CC2C(=O)NCCN2Cc2ccccc2F)sc1C (stereo unspecified)	10.9
Cn1c(=O)c([N+](=O)[O-])c(NC2CCS(=O)(=O)C2)c2ccccc21 (stereo unspecified)	3.3
O=Cc1sc(=O)n(Cc2cccc(C(=O)O)c2)c1Cl	-1.6
C/C(CCC1CC(C)OC1=O)=N\NC(N)=O (stereo unspecified)	-8.3
CCOC(=O)N1CCC(Nc2c(NCCCN3CCN(c4ccc(OC)cc4)CC3)c(=O)c2=O)CC1	-28.6
CCCc1[nH]n(-c2nc3ccccc3s2)c(=O)c1C=NCCCOC	4.4
O=S(=O)(Nc1ccccc1)c1ccc(-c2csnn2)cc1	5.6
Cc1ccc(NNC(=O)CCc2ccccc2)c(C)c1	-3.4
Cn1cc(Br)c(NC(=O)/C=C/C(=O)O)n1	7.1
Cc1ccc(S(=O)(=O)N2CCCCC2)cc1C(=O)Nc1cccnc1	-4.2
CC(C)c1ccc(/C=N/N2CCN(c3ccccn3)CC2)cc1	-11.3
CC(C)OP(=O)(OC(C)C)C(O)c1ccc(N(C)C)cc1 (stereo unspecified)	0.7
CCOc1ccc(/C=C2\SC(=S)N(CCC(=O)O)C2=O)cc1	-10.2
CCOC(=O)CCSc1n[nH]c(=S)s1	-11.5
O=C1CC(c2ccccc2Cl)c2c(sc3c(=O)[nH]c(CCl)nc23)N1 (stereo unspecified)	-11.5
CCOC(=O)Cc1csc(NC(=O)Nc2ccc(C)cc2)n1	-8.6
S=C(NCCN1CCOCC1)NC1CCCCC1	3.5
Cc1ccc(C)c(-n2c(-c3ccc(Br)cc3)csc2=NC(=O)c2ccccc2F)c1	6.5
Cc1oc(C)c(S(=O)(=O)NCc2cccs2)c1C(=O)O	4.8
COc1ccccc1N1C(=S)NC2CS(=O)(=O)CC21 (stereo unspecified)	-10.9
COc1cc2c(cc1OC)CN(C(=O)c1cccc(S(=O)(=O)N(C)C)c1)CC2	2.9
Cn1nnc2c[n+](CC(=O)c3ccc(Cl)cc3)cc(Br)c21	-1.4

More entries follow:
SMILES	S1P3 antag
NS(=O)(=O)c1cccc(NC(=O)c2cc(-c3cccs3)nc3ccccc23)c1	-6.9
O=C(O)c1ccc(N=Nc2c(O)[nH]c3cc(Cl)ccc23)cc1	11.4
CC1=NNC(=O)C1C(c1cccc(O)c1)C(C#N)C#N (stereo unspecified)	-13.2
Cc1ccc(NC(=O)c2ccc(OCc3c(C)noc3C)cc2)cc1	8.6
O=C(Cn1nc(C(=O)O)c2ccccc2c1=O)Nc1nc(-c2ccccc2)cs1	-8.0
O=C(Nc1ccc2oc(-c3ccncc3)nc2c1)c1ccc2c(c1)OCCO2	3.0
O=C(CSc1nc2ncc(Cl)cc2[nH]1)c1ccc2c(c1)OCO2	-7.7
NC(=O)Cc1nc(-c2ccc(F)cc2)cs1	0.1

Source: PubChem BioAssay
